Polio RdRp inh – poliovirus RdRp elongation inhibitors, primary screen, biochemical, fluorescence polarization, total intensity | % elongation, % (compound at 16.7 µg/mL) | actives 0.66% (n = 150,000) | Genome polyprotein (Poliovirus type 1 (strain Mahoney)), P03300 | poliovirus polymerase elongation; stronger effect = lower value; in the data active = % elongation below about 90%; note: some results filed as inactive read as strong as hits
Target sequence (P03300 1749-2209 limits assumed): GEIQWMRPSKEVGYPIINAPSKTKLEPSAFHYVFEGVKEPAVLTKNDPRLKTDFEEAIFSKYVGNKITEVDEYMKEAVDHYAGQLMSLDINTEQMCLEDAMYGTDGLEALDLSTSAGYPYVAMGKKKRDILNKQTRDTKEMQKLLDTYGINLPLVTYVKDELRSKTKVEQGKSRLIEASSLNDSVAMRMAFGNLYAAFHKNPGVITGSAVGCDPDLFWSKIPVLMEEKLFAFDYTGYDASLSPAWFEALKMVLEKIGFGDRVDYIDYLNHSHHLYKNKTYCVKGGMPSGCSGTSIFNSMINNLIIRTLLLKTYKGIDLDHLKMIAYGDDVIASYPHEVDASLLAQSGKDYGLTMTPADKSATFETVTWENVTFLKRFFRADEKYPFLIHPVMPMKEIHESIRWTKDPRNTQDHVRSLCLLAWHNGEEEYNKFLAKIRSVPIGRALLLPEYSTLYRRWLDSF
Polio RdRp inh FP z-score – recorded beside Polio RdRp inh, whose call it bears; z-score; measured here: FP z-score; hits read low
Active calls of the source: *; & = joins results of further samples. The list is partial; count on the stated rates, not on these rows.

Results follow in this order: Polio RdRp inh	Polio RdRp inh FP z-score
> Cc1ccc(CNC(=O)CCN2C(=O)COc3ccc(C)cc32)cc1
    99	-0.6
> Cc1cc(C(=O)COC(=O)C23CC4CC(CC(O)(C4)C2)C3)c(C)n1C1CC1
    104	0.2
> Cc1ccc2c(c1)c(=O)c1ccccc1n2CCCC(=O)Nc1ccc(Cl)c(Cl)c1
    105	0
> Cc1ccc(C(C)n2cc(C(=O)NCc3ccccn3)nn2)cc1 (stereo not given)
    107	0.4
> CCC(C(=O)NC1CCC(C)CC1)n1sc2ccccc2c1=O (stereo not given)
    103	0.8
> CCOc1cccc(CC(=O)NCc2ccc3c(c2)CCN3C(=O)c2ccc(F)cc2)c1OCC
    109	0.5
> NS(=O)(=O)c1ccc(C23CC4CC(CC(C4)C2)C3)cc1
    101	0
> COc1cccc(C(=O)NCCS(=O)(=O)NC2CCCC2)c1
    105	0.2
> CCN(CC(=O)Nc1ccccc1N1CCOCC1)CC(=O)NC1CCS(=O)(=O)C1 (stereo not given)
    100	-0.7
> CCOC(=O)c1cc(-c2ccc(OC)c(S(=O)(=O)NC3CCCc4ccccc43)c2)on1 (stereo not given)
    100	-0.4
> CCc1ccccc1NCc1c(CO)cnc(C)c1O
    102	0
> COC(=O)c1nnn(CC(=O)N(Cc2ccccc2)c2ccc(Br)cc2)c1C(=O)OC
    97	-2.5
> CN(C)S(=O)(=O)c1ccc(C(=O)NC2CC(=O)N(c3ccc4c(c3)OCCO4)C2)cc1 (stereo not given)
    105	-0.4
> CC(=O)O[C@H]1[C@H](OC(C)=O)[C@H](OC(C)=O)CO[C@@H]1c1nc2ccccc2s1
    103	-0.2
> CN(C)c1ccc(C2OC(=O)C(C)(C)C(=O)C2(C)C)cc1 (stereo not given)
    106	0.2
> O=C(/C=C/c1ccccc1)c1ccc(O[C@@H]2O[C@H](CO)[C@@H](O)[C@H](O)[C@H]2O)cc1O
    103	0.5
> Cc1ccc2n1CCN(c1nc(-c3ccc(Cl)cc3)cs1)C2C (stereo not given)
    99	-0.1
> Clc1ccc(-c2cnc3n2CCCCC3)cc1
    97	-0.5
> COc1ccc(CNC(=O)c2ccc3nc(C(C)C)oc3c2)cc1OC
    104	-0.7
> CCCNC(=O)Cn1ncn2c(cc3sc(CC)cc32)c1=O
    102	-0.6

Whole records as entered above. Order of screens: Polio RdRp inh	Polio RdRp inh FP z-score
Listed for CN(C)S(=O)(=O)c1ccc(C(=O)NC2CC(=O)N(c3ccc4c(c3)OCCO4)C2)cc1 (stereo not given) : 105	-0.4
Listed for COC(=O)c1nnn(CC(=O)N(Cc2ccccc2)c2ccc(Br)cc2)c1C(=O)OC : 97	-2.5

Later entries.
Results follow in this order: Polio RdRp inh	Polio RdRp inh FP z-score
> CCOC(=O)c1[nH]c2ccccc2c1NC(=O)c1cccc(OC)c1OC
    102	0.3
> Cc1ccc(Sc2ccc(N3CCCC(C(=O)Nc4ccc(F)cc4F)C3)nn2)cc1 (stereo not given)
    106	-0.1
> COc1ccc(/C=N/N=C/c2c(O)[nH]c(=O)[nH]c2=O)cc1
    101	0
> COC(=O)c1sc(N)c(C(=O)OC)c1COC(=O)c1ccc2c(c1)OCCO2
    105	0.5
> CC(C)CCNc1c2c(nc3nncn13)CCC2
    102	-0.9
> N#CC1(NC(=O)CSc2nc3scc(-c4cccs4)c3c(=O)[nH]2)CCCCC1
    101	-0.2
> CC(C)OCCCn1c(SCC(=O)Nc2ccc(F)cc2)nc2c(sc3ccccc32)c1=O
    107	-0.1
> CC(=O)N[C@H]1[C@H](OCCN2C(=O)c3ccccc3C2=O)O[C@H](CO)[C@@H](O)[C@@H]1O
    101	-0.6
> CC(C)N(C(=O)NC(=O)Nc1ccc(S(=O)(=O)N2CCCC2)cc1)S(C)(=O)=O
    99	-0.1
> COc1ccc(Br)cc1CNC(=O)c1ccc(-n2c(C)cc3c2CCC(C)C3)cc1 (stereo not given)
    117	1.1
> O=C(/C=C/c1ccccc1)NCCc1nc2ccccc2[nH]1
    101	-0.1
> CN(C(=O)c1cccc(OC(F)F)c1)C1CCCCC1
    107	0.7
> COC(=O)c1c(-c2c(Cl)cccc2Cl)noc1C(=O)NN
    107	0.4
> COC(=O)CC1Oc2ccc(Cl)cc2-n2cc(-c3ccccc3)nc21 (stereo not given)
    107	0.6
> Cc1cccc2sc(N(CCN(C)C)C(=O)c3ccc4c(c3)OCCO4)nc12
    98	-2.3
> CC(C(=O)Nc1ccccc1)C(=O)Nc1ccccc1
    103	-0.2
> CCOC(=O)C1CCCN(C(=O)c2cc3c(C)nc4ccccc4c3o2)C1 (stereo not given)
    100	-0.3
> CCN(CC)S(=O)(=O)c1ccc(-c2nnc(SCC(=O)Nc3nc4ccccc4s3)o2)cc1
    104	0.7
> O=C(Cn1c(=O)oc2ccccc21)Nc1cccnc1
    99	-1.6
> COC(=O)c1sccc1NC(=S)N1CC(C)CC(C)C1 (stereo not given)
    99	-1.2
> CCn1c(NCCCO)nc2ccccc21
    99	-0.4
> O=c1c(O)c(-c2cc(O)c(O)c(O)c2)oc2cc(O)cc(O)c12
    104	0.4
> CCOc1ccc(NC(=O)N2CCC(CN3CCOCC3)CC2)cc1
    103	0.1
> O=C([C@@H]1CCCN1S(=O)(=O)c1ccc(Cl)cc1)N1CCN(c2ccccc2)CC1
    104	0.1
> O=C(CO)Nc1cc(Cl)ccc1Cl
    105	0.3
> COCC(=O)n1nc(-c2ccco2)nc1NCc1ccccc1
    100	-0.2
> O=C(Oc1cccc(NC(=O)c2cccs2)c1)c1cccc(S(=O)(=O)N2CCOCC2)c1
    105	0.2
> C=CCn1c(=O)c2c(nc3n2CCN3c2ccc(F)cc2)n(C)c1=O
    102	0.5
> CCOc1ccc(NC(=O)c2ccc(-c3nc(COc4ccccc4)c(C)o3)cc2)cc1
    102	-1
> COCCCn1c(=O)c2ccccc2n(Cc2ccccc2)c1=O
    101	-0.3
> O=C(CSc1nnc(-c2ccccc2)n1-c1ccccc1)NC1=NCCS1
    102	-0.1
> COC(=O)C(CC(C)C)NC(=O)c1ccccc1C (stereo not given)
    99	-0.6
> Nc1c(S(=O)(=O)Cc2ccc(Cl)cc2)sc2nc3c(cc12)CCCC3
    101	0.1
> O=C(CCc1nc2ccccc2c(=O)[nH]1)Nc1cccc(O)c1
    110	0.9
> CC1CCN(S(=O)(=O)c2ccc3c(c2)N(CC(=O)N2CCN(c4ccc(Cl)cc4)CC2)C(=O)CO3)CC1
    107	0.9
> CC(Sc1ccccn1)C(=O)Nc1ccccc1 (stereo not given)
    102	0.2
> CCc1cc2c(ncn3cnnc23)s1
    104	1.3
> FC(F)(F)c1ccnn1-c1nc(-c2cc3ccccc3o2)cs1
    108	0.6
> Cc1cccc(CCNC(=O)C2CCN(c3nc4ccccc4nc3C(F)(F)F)CC2)c1
    105	-0.3
> CCCNC(=O)Cn1c2ccccc2c2nc3n(c(=O)c21)CCS3
    100	-0.5
> CCCc1cc(=O)n2nc(N3CCC(C(=O)N4CCCC4)CC3)sc2n1
    100	-0.9
> CC(C)(C)c1ccc(OCCOCCn2c(-c3ccc(Cl)cc3)nc3ccccc3c2=O)cc1
    101	-1.1
> CCOc1cc2[nH]c(=O)n(CCCC(=O)N3CCN(c4ccc(OC)cc4)CC3)c(=O)c2cc1OCC
    106	-0.2
> O=C(NCC(c1cccnc1)N1CCN(c2ccccc2F)CC1)c1ccc(F)cc1 (stereo not given)
    106	-0.6
> COc1ccc(-c2nc(CSCC(=O)NCCc3ccc(C)cc3)c(C)o2)cc1OC
    104	-0.2
> CCC(Sc1nc2ncccc2c(=O)n1Cc1ccccc1)C(=O)Nc1ccc(F)cc1 (stereo not given)
    100	-1.2
> CCOc1cccc(NC(=O)C2CC(=O)N(C)C(=Nc3ccc(OC)cc3)S2)c1 (stereo not given)
    112	1.4
> COC(=O)c1ccc(-n2nnc(-c3nsc(NC(=O)c4ccc(Cl)cc4)n3)c2C)cc1
    105	-0.2
> CCc1ccc(-c2nc(CSCC(=O)N3CCOCC3)c(C)o2)cc1
    102	0.7
> O=C(CCn1[nH]c(=O)ccc1=O)Nc1ccc2c(c1)CCC2
    101	0
> CCN(CC)c1nc(Nc2ccc(OC)cc2)nc(Nc2ccc(OC)cc2)n1
    103	0.4
> O=C1CC(N2CCCc3ccccc32)C(=O)N1c1ccccc1 (stereo not given)
    104	-0.1
> O=S(=O)(NCC1CCCO1)c1ccc(-n2cccn2)cc1 (stereo not given)
    101	0
> O=C(CSc1nnc(-c2ccccc2)o1)NC1CCCC1
    101	-0.2
> Cc1ccc(OCCCCn2nnc3sc4c(c3c2=O)CCC(C)C4)cc1 (stereo not given)
    102	-0.8
> O=C(c1cc(=O)c2ccccc2o1)N1CCCc2ccccc21
    100	-0.1
> Cc1cc(Br)ccc1SCC(=O)OCC(=O)c1ccco1
    109	0.9
> CC(=O)N1CCN(c2ccc3ccccc3n2)CC1
    101	0
> Cc1ccc(N2CC(NC(=O)c3ccc(S(=O)(=O)N(C)C)cc3)CC2=O)cc1C (stereo not given)
    111	1
> COc1ccc(CCNC(=O)c2ccccc2)cc1
    106	0.3

Pulled by structure from above:
Results follow in this order: Polio RdRp inh	Polio RdRp inh FP z-score
> Cc1ccc(N2CC(NC(=O)c3ccc(S(=O)(=O)N(C)C)cc3)CC2=O)cc1C (stereo not given)
    111	1
> CCN(CC)c1nc(Nc2ccc(OC)cc2)nc(Nc2ccc(OC)cc2)n1
    103	0.4

Carrying on:
Results follow in this order: Polio RdRp inh	Polio RdRp inh FP z-score
> C=CCn1c(SCC(=O)c2ccc(N(C)S(C)(=O)=O)cc2)nnc1C1CCCCC1
    110	0.1
> O=C(Nc1ccccc1)Nc1ccc(C(=O)N2CCCCC2)cc1
    101	-0.2
> O=C(CSc1cn(CC(=O)N2CCCCC2)c2ccccc12)NCc1ccccc1
    113	-0.3
> CCOc1ccccc1NC(=O)COC(=O)C1CCC(=O)N1 (stereo not given)
    106	0.1
> CCc1c(C)nc(N2CCOCC2)[nH]c1=O
    102	0.2
> CC(C)C/C(=N\O)c1cn(C)c2ccccc12
    101	-0.1
> O=C1CNC(=S)N1c1ccccc1
    104&101	0.2&0.3
> Cc1c(C(=O)N2CCCC2)sc(NC(=O)c2cccs2)c1C#N
    106	0.3
> COC(=O)c1c(C)oc(C)c1S(=O)(=O)N1CCC(O)(c2ccc(Cl)cc2)CC1
    103	0.6
> Cc1cc(C)cc(NC(=O)CN2CCC(NC(=O)Cc3ccccc3)CC2)c1
    99	-0.7
> COc1ccc(OC)c(S(=O)(=O)NCc2cn3ccccc3n2)c1
    101	-0.7
> CC(C)NC(=O)c1sc2ncccc2c1-n1cccc1
    114	1.7
> COC(=O)CCn1cc(F)c(N)nc1=O
    104	0.1
> O=C(Cn1c(CC(=O)N2CCCC2)nc2ccccc21)NCc1ccccc1
    101	-0.6
> COC(=O)c1cn(CC(=O)N2CCCCC2C)c2ccccc12 (stereo not given)
    100	-0.8
> COC(=O)C1=C(O)/C(=C\c2ccc(CNS(=O)(=O)c3ccc(Br)cc3)o2)N=C1C
    105	0.6
> COc1cccc(-c2nc(SCC(=O)Nc3ccc4c(c3)OCO4)c(-c3ccccc3)[nH]2)c1
    113	0.3
> CC(C)(C)N1CCN(C(C)(C)C)C1=O
    100	-0.5
> CC(C)N(Cc1ccccc1)C(=O)CN1C(=O)COc2ccc(S(=O)(=O)NC3CCCC3)cc21
    104	-0.4
> N#CCNC(=O)c1sc2ccccc2c1Cl
    101	-0.2

A portion taken from the entries so far, as a working copy:
Results follow in this order: Polio RdRp inh	Polio RdRp inh FP z-score
> CC(C)N(Cc1ccccc1)C(=O)CN1C(=O)COc2ccc(S(=O)(=O)NC3CCCC3)cc21
    104	-0.4
> N#CCNC(=O)c1sc2ccccc2c1Cl
    101	-0.2

The list continues:
Results follow in this order: Polio RdRp inh	Polio RdRp inh FP z-score
> C=CCOn1c(=O)c(=O)n(OCC=C)c2ccccc21
    101	-0.1
> CCN(CC)c1nc2c(C)cccn2c(=O)c1/C=N/O
    101	-0.1
> Cc1ccc2c(c1)-c1c(cnn1CC(=O)N1CCN(c3cc(C)ccc3C)CC1)CO2
    105	0.1
> CN(C)c1ccc(C(CNS(=O)(=O)c2ccc(F)cc2)N2CCc3ccccc32)cc1 (stereo not given)
    112	1
> COc1ccc(-n2c3c(cc(C(N)=O)c2=O)C(=O)CCC3)cc1
    102	0
> Cn1cc(CCC(=O)NCc2ccccc2)c2ccccc21
    102	-0.2
> Cn1cnc(S(=O)(=O)N2CCCN(C(=O)OC(C)(C)C)CC2)c1
    102	0.2
> O=C(O)C1C2CCC(C2)C1C(=O)O (stereo not given)
    107	0.6
> CC1CC(C)CN(C(=O)CSc2nnc(SCC(=O)N3CC(C)CC(C)C3)n2N)C1 (stereo not given)
    108	-0.1
> CC(=Nc1ccccc1)C1=C(O)COC1=O
    98	-0.2
> O=C(CSc1nccc(-c2csc(COc3ccccc3Cl)n2)n1)c1ccccc1
    101	-0.7
> O=C(Cn1nnc(N2CCCCC2)n1)N/N=C/c1cccnc1
    103	0.3
> CCOc1ccccc1CNC(=O)c1ccc2c(c1)nc1n2CCC(C)C1 (stereo not given)
    105	-0.8
> CC(C)C(=O)NC(=S)Nc1ccc2oc(-c3cccnc3)nc2c1
    104	0.7
> Cc1ccc(C(=O)OCCOc2ccc(Br)cc2)cc1
    103	0.6
> O=C1OC2C(C(=O)O)Sc3c(sc(=O)n3-c3ccccc3)C2c2cc(Br)ccc21 (stereo not given)
    100	-0.4
> CCN(CC)C(=O)CSc1nc2cc3c(cc2c(=O)n1CCCC(=O)NCc1ccc(OC)cc1)OCO3
    101	-1.1
> Cc1noc(C)c1/C=N/NC(=S)NCCc1ccccc1
    105	0.5
> Cc1ccc(N2C(=O)CSC23C(=O)N(CC(=O)Nc2ccc(C)cc2C)c2ccccc23)cc1 (stereo not given)
    102	-0.1
> Cc1ccc(-c2nc(SCCOc3ccccc3C)n3[nH]c(=O)cc3n2)cc1
    108	0.2
> Cc1csc(/C=C2\CCc3c(cnc4ccc5ccccc5c34)C2=O)c1
    100	-0.3
> CC(Cc1ccccc1)NCCC(c1ccccc1)c1ccccc1 (stereo not given)
    104	0.5

Screening results (PubChem)
